Screens deposited in PubChem BioAssay by The Scripps Research Institute Molecular Screening Center.
SRC3 TRFRET art – flags TR-FRET format artefacts in PPARgamma SRC-3 recruitment agonist screen; TR-FRET artefact counter-screen, PPARgamma/SRC-3 format; stronger effect = higher value; TR-FRET ratio at 8 µM; actives 0.39% (n = 99,000); in the data active = TR-FRET ratio above about 2000; note: inactives centre near 1600; reference of the scale not given here
SRC1 TRFRET art – flags TR-FRET format artefacts in PPARgamma SRC-1 recruitment agonist screen. AID 1051. TR-FRET detection artefact counter-screen, emission ratio; stronger effect = higher value. actives 0.34% (n = 99,000). TR-FRET ratio at 8 µM; in the data active = TR-FRET ratio above about 2300; note: inactives centre near 1800; reference of the scale not given here
Numbers without * were called inactive.

SMILES	SRC3 TRFRET art	SRC1 TRFRET art
O=C(NCc1ccc[n+](CCCCS(=O)(=O)[O-])c1)c1ccc(OC(F)F)cc1	1455	1926
Cc1cccc(N(C(=O)Nc2ccc(Cl)cc2)C2=NCC(C)S2)n1 (stereo unspecified)	1452	1831
Cc1cccc(CC(=O)N2CCC(N3CCC(C(=O)N4CCOCC4)CC3)CC2)c1	1610	1726
CCc1ccc(C(=O)OCC(=O)Nc2cccc(S(=O)(=O)NC3=NCCCCC3)c2)cc1	1534	1777
OC1(c2ccccc2)c2ccccc2-c2ncccc21 (stereo unspecified)	1837	2074
O=C(NCc1ccc(Cl)cc1)C1CCN(S(=O)(=O)c2cc([N+](=O)[O-])ccc2Cl)CC1	1494	1700
O=c1cc(-c2ccccc2[N+](=O)[O-])oc2ccccc12	1417	1589
CCOC(=O)Nc1ccc2c(c1)nc(CN1CCCCC1)n2C	1650	2038
CC(C)CCn1nnnc1CN1CCN(C(c2ccccc2)c2ccccc2)CC1	1506	1937
CC1CCc2c(nc3ncnn3c2NCCN(C)C)C1 (stereo unspecified)	1418	1701
Nc1cccc2c1C(=O)N(Cc1cccc(Cl)c1)C2=O	1650	1740
CC1=NN(c2ccc(C)c(C)c2)C(=O)/C1=C\C=C\c1ccc([N+](=O)[O-])o1	1559	1793
O=C(CN1CCN(c2ccccn2)CC1)Nc1cccc(C(F)(F)F)c1	1336	1711
Cc1cccc(NC(=O)Nc2cc(C)cc(C)n2)c1	1618	1979
Cc1cc2cc(CNC(=O)CCC(=O)O)ccc2n1C	1413	1620
Cc1cnc(NC(=O)[C@H](C)N2C(=O)C3CCCCC3C2=O)s1 (stereo partly specified)	1514	1895
OCCC1CN(Cc2cccc3nccnc23)CCN1C1CCCC1 (stereo unspecified)	1281	1171
CCN(c1ccccc1)S(=O)(=O)c1ccc(OC)c(NC(=O)CNC)c1	1615	1638
COc1ccc(S(N)(=O)=O)cc1C(N)=O	1675	1752
COc1ccc(NC(=O)CCSc2ccc(F)cc2)cc1	1456	1697
CC(C)(C)c1ccc(C(=O)Nc2nnc(Cc3c[nH]c4ccccc34)s2)cc1	1451	1698
COC(=O)c1c(NC(=O)CN2C(=O)NC(CCc3ccccc3)C2=O)sc2c1CCCCC2 (stereo unspecified)	1674	1907
Cc1ccccc1Nc1cc(C)c2c(O)cccc2n1	1581	1846
CCOC(=O)c1c(C)n(CC(O)CN(CC)CC)c2cc(Br)c(OC)cc12 (stereo unspecified)	1707	1953
CC(=O)c1cc(-c2ccccc2)n(CCC(=O)NC2CCCCC2)c1C	1529	1663

Reformatted with two lines to a compound: six of the compounds above
Below each SMILES – SRC3 TRFRET art	SRC1 TRFRET art
- CC1=NN(c2ccc(C)c(C)c2)C(=O)/C1=C\C=C\c1ccc([N+](=O)[O-])o1
→ 1559	1793
- Cc1ccccc1Nc1cc(C)c2c(O)cccc2n1
→ 1581	1846
- CCN(c1ccccc1)S(=O)(=O)c1ccc(OC)c(NC(=O)CNC)c1
→ 1615	1638
- Cc1cnc(NC(=O)[C@H](C)N2C(=O)C3CCCCC3C2=O)s1 (stereo partly specified)
→ 1514	1895
- OC1(c2ccccc2)c2ccccc2-c2ncccc21 (stereo unspecified)
→ 1837	2074
- Cc1cccc(NC(=O)Nc2cc(C)cc(C)n2)c1
→ 1618	1979

Later entries:
SMILES	SRC3 TRFRET art	SRC1 TRFRET art
COC(=O)c1cccc(C(=O)N2CCC(CO)(Cc3ccccc3Cl)CC2)c1	1249	1635
CCn1nc(C)c(CNC(=O)Nc2ccccc2C(=O)OC)c1C	1474	1897
COc1ccc(CNC(=O)c2ccc(C(C)(C)C)cc2)cc1	1458	1756
S=C(NCC1CCCCC1)Nc1ccc(Oc2ccccc2)cc1	1694	1691
CC(C)=CCN1CCN(Cc2cccc3nccnc23)CC1CCO (stereo unspecified)	1650	1671
COC(=O)c1ccc(CO/N=C(\NC(C)=O)c2nonc2NC(C)=O)cc1	1458	1798
CC1CC(C)(C)NC(=S)N1CCC(=O)Nc1ccc2c(c1)OCCO2 (stereo unspecified)	1522	1927
O=[N+]([O-])C1=CC=C2C(=NC3(CCCCC3)N2O)C1=NCCc1ccccc1	1354	1754
CC(=O)N1CCN(S(=O)(=O)c2ccc(C)c([N+](=O)[O-])c2)C1C(C)C (stereo unspecified)	1611	1607
C/C(=N\Nc1ccc(Cl)cc1)c1c(O)cc(C)oc1=O	1581	1778
Cc1ccc2nsnc2c1NC(=O)CCl	1624	1675
O=C(O)c1ccc(N2CCS(=O)(=O)CC2)cc1	1365	1839
C#CCN(Cc1ccco1)C(=O)c1cc(COc2ccc(F)cc2Cl)on1	1674	2091
O=C1NC(=NCc2ccccc2)S/C1=C/c1ccc(O)cc1	1628	2079
CCC(C)NS(=O)(=O)c1ccc(S(=O)(=O)N2CC=C(c3ccc(F)cc3)CC2)cc1 (stereo unspecified)	1481	1418
COc1cccc(OC)c1C(=O)NC(=S)NCc1ccccc1	1562	1706
COc1ccc(NC(=S)N2CCNC(=O)C2CC(=O)Nc2cccc(Cl)c2C)cc1 (stereo unspecified)	1562	1865
CC(C)CC1=C/C(=C/c2ccc(-c3ccccc3)o2)C(=O)O1	1638	1733
O=C(CS(=O)(=O)c1ccccc1)N1CCc2ccccc21	1531	1745
CCc1nnc(NC(=O)c2ccc(NS(=O)(=O)c3ccccc3)cc2)s1	1506	1762
O=[N+]([O-])c1ccc(OS(=O)(=O)Cc2ccccc2)cc1	1556	1924
CC(C)(C)NC(=O)C(c1c[nH]c2ccccc12)N(C(=O)Cn1nnc(-c2ccc(Cl)cc2)n1)c1ccccc1F (stereo unspecified)	1630	1769
Cc1ccccc1CN1CCN(S(=O)(=O)c2cccs2)CC1	1455	1733
O=C(Nc1ccc(Br)cn1)c1ccc([N+](=O)[O-])o1	1266	1922
Fc1cccc(CSc2ccc3nnc(-c4ccccn4)n3n2)c1	1776	1774

Record cards, from the list above. Screens in order: SRC3 TRFRET art, SRC1 TRFRET art
CC1CC(C)(C)NC(=S)N1CCC(=O)Nc1ccc2c(c1)OCCO2 (stereo unspecified) in the list: 1522, 1927
O=C(O)c1ccc(N2CCS(=O)(=O)CC2)cc1 in the list: 1365, 1839

A second format for seven compounds above:
SMILES,SRC3 TRFRET art,SRC1 TRFRET art
C/C(=N\Nc1ccc(Cl)cc1)c1c(O)cc(C)oc1=O,1581,1778
O=[N+]([O-])c1ccc(OS(=O)(=O)Cc2ccccc2)cc1,1556,1924
COC(=O)c1ccc(CO/N=C(\NC(C)=O)c2nonc2NC(C)=O)cc1,1458,1798
COC(=O)c1cccc(C(=O)N2CCC(CO)(Cc3ccccc3Cl)CC2)c1,1249,1635
CCn1nc(C)c(CNC(=O)Nc2ccccc2C(=O)OC)c1C,1474,1897
S=C(NCC1CCCCC1)Nc1ccc(Oc2ccccc2)cc1,1694,1691
CCc1nnc(NC(=O)c2ccc(NS(=O)(=O)c3ccccc3)cc2)s1,1506,1762

Some values from the results shown:
CCn1nc(C)c(CNC(=O)Nc2ccccc2C(=O)OC)c1C in SRC3 TRFRET art: 1474
CCc1nnc(NC(=O)c2ccc(NS(=O)(=O)c3ccccc3)cc2)s1 in SRC3 TRFRET art: 1506
Fc1cccc(CSc2ccc3nnc(-c4ccccn4)n3n2)c1 in SRC1 TRFRET art: 1774
CC(C)(C)NC(=O)C(c1c[nH]c2ccccc12)N(C(=O)Cn1nnc(-c2ccc(Cl)cc2)n1)c1ccccc1F (stereo unspecified) in SRC1 TRFRET art: 1769
O=C(CS(=O)(=O)c1ccccc1)N1CCc2ccccc21 in SRC1 TRFRET art: 1745

Further entries
SMILES	SRC3 TRFRET art	SRC1 TRFRET art
Cc1cccc(NC(=S)N2CCN(c3cc(C)ccc3C)CC2)c1	1605	1771
COc1cc(/C=C/C(=O)NC(C)(C)C)ccc1OCc1ccccc1	1546	1622
Cc1ccc(/C=C2/NC(=O)N(Cc3ccccc3)C2=O)o1	1432	1597
O=S1(=O)CCN2C(=N1)Sc1c2ccc2c1CCCC2	1472	1615
Cc1cc(C)n2c(SCCC(C)C)nnc2n1	1348	1616
COc1ccc(OC)c(NC(=O)CCNS(=O)(=O)c2ccc3c(c2)oc(=O)n3C)c1	1628	1887
Cn1c(NC(=O)C[n+]2cc(-c3ccc(Cl)c(Cl)c3)n3c2CCC3)cc(=O)n(C)c1=O	1671	1785
CC(=O)Nc1sc2c(c1C(c1cccc(Cl)c1)N1CCN(CCO)CC1)CCCC2 (stereo unspecified)	1620	1963
Cc1ccccc1C(=O)c1cccn1CC(=O)NCCCN1CCc2ccccc2C1	1467	1676
CCOC(=O)C(C)Oc1cc(Cl)c(C=O)cc1OC (stereo unspecified)	1645	1694
CCNC(=S)N1CCN(S(=O)(=O)c2cccc(C(F)(F)F)c2)CC1	1631	1822
COC(=O)NNC(=O)CCCOc1ccc(Cl)cc1Cl	1571	1804
Cc1cccc(CN2CCN(C(c3ccccc3)c3ccc(Cl)cc3)CC2)c1 (stereo unspecified)	1629	1823
COc1cc2[nH]c(=S)n(Cc3ccc(F)cc3)c(=O)c2cc1OC	1454	2012
N#C/C(=C\c1cn[nH]c1-c1ccccc1Br)C(=O)O	1726	1550
O=C(NCc1ccccc1Cl)c1ccc(Br)o1	1525	1777
Cc1sc(NC(=O)CN(Cc2ccccc2)C(=O)C2CC2)c(C(N)=O)c1C	1723	1721
